Ins promoter up: MIN6 insulin promoter up-regulation; z-score at 5 µM; MIN6 insulin promoter-GFP reporter, high-content imaging; stronger effect = higher value; AID 1625; actives 0.3% (n = 190,000);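 active = z-score above 3 at 5 µM with at least 500 cells counted in the well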
Lipid droplet: modulators of hepatic lipid droplet formation. AML12 mouse hepatocytes, oleate lipid droplets, BODIPY imaging. inhibition, % at 6.5 µM. actives 0.4% (n = 240,000). AID 1656;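 active = lipid droplet intensity inhibited by at least 50%, with more than 500 cells counted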
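Technique: fluorescence imaging, 20x objective, two fields per well / Assay system: AML12 hepatocytes (mouse) / Measure: % inhibition of lipid droplet signal / Doses: 6.5 µM single-point dosing / Incubation: overnight exposure / Reagent: 100 µM oleic acid challenge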
West Nile virus CPE: West Nile virus antiviral activity, cell-based, CPE readout (AID 1621). West Nile virus-infected cells, CPE inhibition; higher % means a stronger effect. one-dose CPE inhibition, % at 10 µM; IC50 in µM for titrated hits. actives 0.02% (n = 290,000); in the data active = a potency from the dose series; also: strong numbers were not always called active
WT yeast gro inh: growth inhibition of WT yeast, mitochondrial fusion screen; mitochondrial fusion phenotypic screen, WT strain; inhibition, % at 10 µM; actives 2.1% (n = 190,000); AID 1362; in the data active = inhibition above about 58%; tested in S. cerevisiae
b-catenin transl: modulators of beta-catenin nuclear translocation. HeLa beta-catenin nuclear translocation, immunofluorescence imaging. nuclear translocation activity, % at 5 µM. actives 0.3% (n = 190,000);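 active = nuclear translocation activity above 50% at 5 µM, with a well cell count of 50 or more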;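 also: per-cell ratio of nuclear to cytoplasmic median beta-catenin stain intensity; plate controls were DMSO negative control for no effect and GSK-3 inhibitor IX positive control for full effect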
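Test system: HeLa cells, endogenous beta-catenin; Compound: single 5 µM dose plus 0.02–20 µM confirmation series; Times: compound exposure 24 h at 37°C; Signal: fluorescence imaging of beta-catenin antibody stain plus DAPI; Read-out: % activation, nuclear-to-cytoplasmic median beta-catenin signal ratio per cell.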
T cell HTS: modulates CD8 T cell binding to vesicles. 2C CD8+ T cell-vesicle binding, flow cytometry; stronger effect = lower value. calls only at 7 µM. actives 0.068% (n = 330,000). AID 2052;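 active = response, share of CD8 T cells binding vesicles, and their 90th percentile fluorescence all below set limits, cut at about 80% in these data, passing the limit was not always enough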
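Also added: QL9-peptide-loaded Drosophila micro-vesicles bearing Ld, ICAM-1 and B7-1; Test system: purified 2C TCR transgenic mouse naive CD8+ T cells; Measured by: cytometric PE anti-B7-1 and Alexa647 anti-CD8 signals after 1% paraformaldehyde fixation; Timing: binding step 1.5 h, 37 °C, antibody labelling 20 min, ice.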
MT stabilize HCS: stabilizes microtubules in HeLa cells | HeLa tubulin immunostaining HCS, 24 h; share of cells brighter than vehicle mean+2SD | % tubulin-high responders, % at 10 µM | actives 0.83% (n = 200,000) | AID 2205;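 active = plate Z-score above 3 for both tubulin-high and condensed-nucleus cell shares, with cell loss under 80%, at 10 µM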;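 also: anti alpha tubulin signal scored within the nucleus-defined area of each cell; some results filed as inactive read as strong as hits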
Autophagy mod: autophagy modulation, high-content screen. MEF GFP-LC3 puncta imaging; test concentration mostly 10 µM. calls only at 10 µM (by protocol). AID 463193. actives 0.98% (n = 190,000);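 active = percentage of spot-positive cells more than 3 SD above its plate mean, without a fluorescence outlier flag or 80% toxicity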;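 also: spot-positive cell cutoff set from DMSO-treated cells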
Myeloid diff 2: compounds promoting myeloid differentiation | calls only at 10 µM | AID 624256 | actives 1% (n = 360,000) | ER-HoxA9 myeloid progenitors, lysozyme-GFP differentiation, flow cytometry;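 active = normalized GFP-positive differentiation at or above the plate's own cutoff, the solvent-only control mean plus 3 SD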;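 also: cells exposed to compound for four days before flow analysis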
WT yeast gro inh mutant strain: recorded beside WT yeast gro inh, whose call it bears; inhibition, %; mitochondrial fusion phenotypic screen, mutant strain inhibition
Ins promoter up cell count: also measured in Ins promoter up; calls as there; cell count; measured here: cytotoxicity, nuclei count;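 total cells summed across four imaged fields per well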
Lipid droplet cells 6.5 µM: further read-out of Lipid droplet, marked with its call; cell count; measured here: cell count, cytotoxicity flag;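 cells counted across two imaged fields per well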
b-catenin transl cell count 5 µM: second read-out of b-catenin transl, no call of its own (marks repeat the call); cell count; measured here: cell count, cytotoxicity flag
T cell HTS vesicle-bound %: further read-out of T cell HTS, marked with its call; double positive events, %; measured here: CD8+ vesicle-bound cell fraction;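 binding gate set so that unloaded-vesicle control wells show 10% double positive cells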
MT stabilize HCS Hoechst-high %: also measured in MT stabilize HCS; calls as there; % Hoechst-high responders; measured here: nuclear condensation Hoechst responders;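 share of cells brighter than vehicle mean plus two SD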
MT stabilize HCS cytotoxicity %: further read-out of MT stabilize HCS, marked with its call; toxicity, %; measured here: cytotoxicity by cell density;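 0% = mean cell density of plate MIN control wells and 100% = no cells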
Autophagy mod cell loss 18 h: further read-out of Autophagy mod, marked with its call; toxicity, %; measured here: cell loss, nuclei count;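 cell loss after 18 h compound exposure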
Myeloid diff 2 GFP+ MAC1+ %: second read-out of Myeloid diff 2, no call of its own (marks repeat the call); GFP+ MAC1+ double positive, %; measured here: differentiation confirmed by MAC1 staining
Starred values were filed as active, the others as inactive; i = inactive; nt = no result given.

SMILES	Ins promoter up	Ins promoter up cell count	Lipid droplet	Lipid droplet cells 6.5 µM	West Nile virus CPE	WT yeast gro inh	WT yeast gro inh mutant strain	b-catenin transl	b-catenin transl cell count 5 µM	T cell HTS	T cell HTS vesicle-bound %	MT stabilize HCS	MT stabilize HCS Hoechst-high %	MT stabilize HCS cytotoxicity %	Autophagy mod	Autophagy mod cell loss 18 h	Myeloid diff 2	Myeloid diff 2 GFP+ MAC1+ %
CCOC(=O)c1sc(NC(=O)c2ccc(OC)cc2)nc1C	nt	nt	28	572	-0.7%	2	-5	1.0	1553	i	66	2.6	3.1	2.6	i	-6	i	0.0
CC(C)(C)c1[nH]nc2c1C(c1ccsc1)C(C#N)=C(N)O2 (stereo not drawn)	0.81	1331	-10	669	1.2%	-5	14	-1.9	1593	i	50	3.8	1.4	5.3	i	3	i	0.3
Fc1ccc(Nc2nnc(C(F)(F)F)s2)cc1	-0.56	1317	-23	611	-0.2%	nt	nt	-1.4	1127	i	27	nt	nt	nt	nt	nt	i	0.8
CS(=O)(=O)N1CCN(c2ccc(NC(=O)c3ccccc3)cc2)CC1	0.25	1294	4	687	-0.1%	1	-4	-0.1	1095	i	65	3.1	2.1	8.6	i	5	i	0.2
C=CCn1c(N)c(C(=O)Nc2cccc(C)c2)c2nc3ccccc3nc21	-0.48	1673	nt	nt	1.1%	-10	-5	15	1338	i	12	8.7	2.5	1.4	i	4	i	0.5
COC(=O)Nc1ccc(SCC(=O)c2cccc([N+](=O)[O-])c2)cc1	nt	nt	7	745	0.1%	nt	nt	nt	nt	i	8	nt	nt	nt	nt	nt	i	0.6
CCCCN(C(=O)CSc1nnc(-c2ccc(OC)cc2)n1C(C)C)c1c(N)n(Cc2ccccc2)c(=O)[nH]c1=O	nt	nt	4	521	-0.3%	17	1	0.2	962	i	57	3.7	2.5	7.5	i	-1	i	0.3
Cc1ccc(CNC(=O)c2c(-c3ccccc3Cl)noc2C)cc1	nt	nt	9	859	-1.4%	nt	nt	nt	nt	i	14	nt	nt	nt	nt	nt	i	0.5
O=C(Nc1ccccc1N1CCOCC1)c1ccc2c(c1)OCO2	-0.2	1477	-3	553	-0.3%	1	-1	-0.3	1490	i	40	1.5	2.2	3.2	i	2	i	0.9
NC(=O)CC(NC(=O)Cc1ccc(Cl)cc1)c1ccc(NC2CCCCC2)c([N+](=O)[O-])c1 (stereo not drawn)	0.06	986	-7	755	-0.3%	nt	nt	-0.5	1316	i	50	nt	nt	nt	nt	nt	i	3.1
O=C(c1ccccc1)c1ccc(OCC(O)CN2CCOCC2)cc1 (stereo not drawn)	nt	nt	nt	nt	-0.4%	nt	nt	nt	nt	i	63	5.2	1.6	6.0	i	-1	i	1.6
CCn1nnc(NC(=O)Cc2ccc(Cl)cc2)n1	nt	nt	-10	722	0.3%	4	-10	-1.0	1024	i	11	2.1	1.4	9.3	i	-7	i	0.8
CN(Cc1ccccc1)c1ccc2nnc(-c3ccccc3)n2n1	-0.43	1246	-20	704	nt	38	-1	1.2	571	i	44	3.4	2.6	9.9	i	2	i	1.5
O=C(CCC(=O)N1CCOc2ccccc21)NC1CCN(Cc2ccccc2)CC1	nt	nt	8	835	-0.8%	nt	nt	nt	nt	i	22	nt	nt	nt	nt	nt	i	7.6
Cc1ccc(C2(C)NC(=O)N(CC(=O)NC(=O)NCCC(C)C)C2=O)cc1 (stereo not drawn)	0.03	1141	nt	nt	-1.4%	14	15	-1.3	822	i	43	3.1	2.3	6.9	i	-11	i	1.1
OCC(O)CNC(=S)NC1CCCCC1 (stereo not drawn)	0.09	1503	-12	628	-0.1%	-25	-8	-1.3	1122	i	29	2.5	1.4	3.7	i	-11	i	0.5
O=c1[nH]cnc2sc3c(c12)CCCCC3	0.48	1262	22	699	-0.6%	1	3	-1.8	1113	i	21	2.8	1.3	2.2	i	-2	i	0.4
COc1ccc(-c2nc3ncccc3n2O)cc1	nt	nt	-24	684	-0.3%	nt	nt	nt	nt	i	51	nt	nt	nt	nt	nt	i	0.6
COCC(C)n1c(SCC(=O)N2CCc3ccccc3C2)nc2ccccc2c1=O (stereo not drawn)	0.13	1196	-18	652	-1.5%	0	-1	-1.7	906	i	51	1.9	1.9	9.8	i	-10	i	0.0
Cc1sc(NC(=O)C2CCCCC2C(=O)O)c(C(N)=O)c1-c1ccc(C(C)C)cc1 (stereo not drawn)	nt	nt	nt	nt	0.3%	0	2	nt	nt	i	64	2.6	2.1	8.1	i	-33	i	0.7
COc1cccc(C(=O)NC(=S)Nc2ccccc2N2CCCC2)c1	0.14	1087	-24	685	0.2%	33	29	0.9	1547	i	52	1.9	1.9	2.3	i	-5	i	0.1
OC1CCCN(c2c3c(nc4cc(-c5cccc(Cl)c5)nn24)CCC3)C1 (stereo not drawn)	-1.1	941	2	755	2.8%	67*	65*	3.9	952	i	50	3.3	3.6	0.2	i	2	i	1.6
Cc1ccc(NC(=O)COC(=O)CSC(=S)N2CCOCC2)cc1C	0.21	1164	-10	682	-0.5%	-8	7	4.5	954	i	37	2.7	2.4	5.2	i	-4	i	0.5
Fc1cccc(COc2ccccc2CNc2ccccc2)c1	-0.08	1521	1	637	0.5%	21	-1	-1.0	1113	i	46	4.1	3.0	9.7	i	3	i	1.6
O=C(c1ccc(N2CCN(C(=O)c3cccc(F)c3)CC2)cc1)c1cccc(F)c1	nt	nt	-7	646	-0.3%	nt	nt	nt	nt	i	16	nt	nt	nt	nt	nt	i	0.9
Cc1ccc(-c2csc3ncn(CC(=O)O)c(=O)c23)cc1C	nt	nt	7	821	-0.6%	nt	nt	nt	nt	i	61	nt	nt	nt	nt	nt	i	0.5
Nc1nc2c(s1)CC(c1ccccc1)CC2 (stereo not drawn)	-0.7	1157	nt	nt	-0.5%	12	31	-1.0	945	i	31	3.9	1.9	5.6	i	-3	i	0.5
C=C(C)C1Cc2c(C)nn(-c3ccccc3)c2C1 (stereo not drawn)	0.07	1319	nt	nt	0.0%	21	43	-0.9	1170	i	35	2.6	3.0	4.9	i	22	i	0.6
C=CCOCC(O)CS(=O)(=O)Cc1ccc(Cl)cc1 (stereo not drawn)	-0.45	930	18	784	2.0%	-14	-5	nt	nt	i	44	1.3	1.5	8.1	i	-3	i	0.7
COCCNC(=O)c1cc(-c2ccc(Cl)c(Cl)c2)on1	nt	nt	8	635	-0.1%	10	-3	-0.8	1096	i	17	4.0	2.7	11	i	2	i	0.5
COc1cc(C(=S)N2CCOCC2)ccc1OC(=O)c1cccc(C)c1	nt	nt	-5	840	-0.5%	nt	nt	nt	nt	i	11	nt	nt	nt	nt	nt	i	0.8
Cc1ccc(/C=N/NC(=O)C(C)NC(=O)c2ccccc2)cc1 (stereo not drawn)	nt	nt	12	716	-0.3%	5	-6	-3.8	633	i	45	1.8	1.7	9.3	i	-16	i	0.2
CCC1C(=O)NCCN1C(=O)c1ccc2nc(Cc3cccc(Cl)c3)oc2c1 (stereo not drawn)	nt	nt	1	830	-0.4%	nt	nt	nt	nt	i	9	nt	nt	nt	nt	nt	i	0.8
C=CCn1c(Cc2csc(N)n2)nnc1SCC(=O)Nc1ccccc1C(F)(F)F	nt	nt	5	798	1.0%	-1	-1	-5.6	1230	i	14	0.7	1.3	1.0	i	6	i	8.1
COc1ccccc1-n1cc(C(=O)NCC(=O)N2CCN(Cc3ccccc3)CC2)c2ccccc2c1=O	-0.73	1357	16	680	-0.3%	2	6	-1.1	1058	i	49	3.9	2.2	3.1	i	24	i	0.2
O=C(O)C1[C@H]2C(=O)N(C3CCCC3)C[C@]23C=C[C@H]1O3 (stereo partly drawn)	0.18	1153	nt	nt	0.0%	6	-3	-5.0	863	i	6	2.4	3.6	13	i	0	i	1.0
N#Cc1cccc(NC(=O)CCNC(=O)c2ccccc2Cl)c1	nt	nt	0	838	0.2%	nt	nt	nt	nt	i	6	nt	nt	nt	nt	nt	i	0.4
CCOC(=O)NC(=O)/C(C#N)=C\Nc1ccc(Cl)cc1Cl	0.11	1307	6	733	-0.8%	4	10	-3.2	1032	i	51	9.2	2.4	7.4	i	10	i	0.2
Cc1ccc(C(=O)Nn2cnnc2)c(Cl)c1	nt	nt	1	815	-0.1%	nt	nt	nt	nt	i	55	nt	nt	nt	nt	nt	i	0.5
N#Cc1cccc(NC(=O)CSc2nnc(-c3n[nH]c4ccccc34)o2)c1	-0.23	1451	4	592	1.0%	-1	2	-0.3	1508	i	38	3.6	1.2	0.9	i	19	i	0.2
CCc1nc(N)c(C#N)c(-c2cccnc2)c1C	2	1326	10	762	0.7%	-2	-5	-9.5	1109	i	14	4.5	3.8	3.7	i	11	i	0.8
O=C(Nc1ccccc1)N(Cc1cccnc1)Cc1ccco1	0.11	1228	-3	726	-0.7%	0	19	0.3	1076	i	45	3.0	2.2	1.5	i	-9	i	6.3

Some entries already given, showing only Ins promoter up cell count, Lipid droplet and MT stabilize HCS Hoechst-high %:
molecule	Ins promoter up cell count	Lipid droplet	MT stabilize HCS Hoechst-high %
N#Cc1cccc(NC(=O)CSc2nnc(-c3n[nH]c4ccccc34)o2)c1	1451	4	1.2
CCc1nc(N)c(C#N)c(-c2cccnc2)c1C	1326	10	3.8
O=C(Nc1ccccc1)N(Cc1cccnc1)Cc1ccco1	1228	-3	2.2

Screening data (PubChem BioAssay)
